High-throughput results: PubChem, Southern Research Specialized Biocontainment Screening Center
Dengue inhibitors: Dengue virus cytopathic effect inhibitors, cell-based, CPE readout, HTS (AID 540333). actives 3.1% (n = 10,000). CPE inhibition, % at 20 µM. Dengue virus CPE inhibition in host cells; active compounds read high; in the data active = CPE inhibition mostly above about 9.1%, no sharp cut-off; inactive = mostly below about 7.2%
* hit, by the source's call; i = inactive. An excerpt. The share of hits here may be higher or lower than overall.

SMILES	Dengue inhibitors
CC(C)CC(=O)Nc1ccc(C(=O)NN2C(=O)c3ccccc3C2=O)cc1	0.5
Cc1[nH]c2ccccc2c1C(=O)C(=O)N1CCCc2ccccc21	0.1
Fc1cccc(Nc2nc(-c3ccncc3)nc3ccccc23)c1	i
CC1(C)CC(=O)C/C(=N\NC(=O)c2cccs2)C1	i
Cc1ccc2c(Cl)c(C(=O)N/N=C/c3cccn3C)sc2c1	1.6
COc1cc(/C=C(/C#N)c2ccccc2F)ccc1OCc1ccccc1	1.2
CC(C)(C)c1ccc(OCC(=O)N/N=C/c2ccc(N3CCOCC3)cc2)cc1	1.9
Fc1ccc(N/N=C/c2ccncc2)c(F)c1	i
Cc1ccc2nc(-c3ccc(NC(=O)C(C)N4C(=O)c5ccccc5C4=O)cc3)sc2c1 (stereo not drawn)	i
Cc1sc(NC(=O)Cn2[nH]c(=O)c3ccccc3c2=O)nc1-c1ccccc1	1.1
COc1ccc(C)cc1NC(=O)c1cc2c(s1)CCC2	i
CCc1ccc2[nH]c3nc(C)cc(C)c3c(=O)c2c1	0.4
CN(Cc1ccccc1)c1ccc(N2C(=O)CCCC2=O)cc1[N+](=O)[O-]	0.2
COC(=O)c1c(C)[nH]c(C(=O)OCC(=O)N2c3ccccc3NC(=O)C2(C)C)c1C	i
CC1CCC(=O)N(CCSc2ccccc2)CC1 (stereo not drawn)	0.3
COc1ccccc1/C=C(/CC(=O)NCc1ccccc1)c1nc2ccccc2s1	0.1
CCCCc1ccc(N=N/C(C(=O)Nc2ccccc2OC)=C(/C)O)cc1	0.2
Cc1ccc(C)c(N2C(=O)c3cc(N4CCOCC4)c([N+](=O)[O-])cc3C2=O)c1	i
Cc1ccc(/C=N/N=C/c2ccc(C)cc2)cc1	1.0
Cc1ccc(-c2nsc(SCC(=O)Nc3ccc4c(c3)OCO4)n2)cc1	i

Taken from above:
CC(C)CC(=O)Nc1ccc(C(=O)NN2C(=O)c3ccccc3C2=O)cc1 in Dengue inhibitors is listed with 0.5
CC(C)(C)c1ccc(OCC(=O)N/N=C/c2ccc(N3CCOCC3)cc2)cc1 in Dengue inhibitors is listed with 1.9
CCc1ccc2[nH]c3nc(C)cc(C)c3c(=O)c2c1 in Dengue inhibitors is listed with 0.4
COc1ccccc1/C=C(/CC(=O)NCc1ccccc1)c1nc2ccccc2s1 in Dengue inhibitors is listed with 0.1

Continuation:
SMILES	Dengue inhibitors
CC(=O)Nc1ccc(Nc2cc(C)nc3c(-c4ccccc4)cnn23)cc1	i
Cc1ccc(NC(NC(=O)Cc2ccccc2)C(Cl)(Cl)Cl)cc1 (stereo not drawn)	1.9
CCOc1cc(/C=C2\SC(=N)N(c3nonc3N)C2=O)ccc1OCC(N)=O	i
CCOC(=O)c1cc(NC(=O)COc2ccc([N+](=O)[O-])cc2)cc(C(=O)OCC)c1	i
S=C(NCc1ccccc1)NCc1ccc(CNC(=S)NCc2ccccc2)cc1	3.0
O=C(c1cc(-c2ccccn2)nc2c(Cl)cccc12)N1CCN(S(=O)(=O)c2ccccc2)CC1	2.0
COC(=O)c1ccc(CNC(=O)COC(=O)C23CC4CC(CC(C4)C2)C3)cc1	i
N#CC(C#N)=C(Nc1ccc(F)cc1)SCc1cccc(F)c1	0.3
COc1ccc(CCNC(=O)c2cc(S(=O)(=O)N(C)c3ccccc3)ccc2Cl)cc1	0.6
COc1ccccc1C(=O)NC(=S)/C=C1/N(C)c2ccccc2C1(C)C	0.3
O=[N+]([O-])c1ccc(/C=N/n2c(-c3cccnc3)n[nH]c2=S)cc1	0.9
O=C(NCCc1c[nH]c2ccccc12)/C(=C\c1ccco1)NC(=O)c1ccco1	i
COc1ccc(C(=O)N/N=C/c2ccc(OC(=O)c3ccccc3)cc2)cc1	5.7
Cc1cccc2sc(NC(=O)c3cccc(S(=O)(=O)N4CCc5ccccc54)c3)nc12	4.4
COc1ccc(N=C2C(=O)N3c4c(cccc42)C(C)=CC3(C)C)cc1	0.5
Cc1ccc(C(=O)Nc2nnc(-c3ccco3)o2)cc1C	i
Cc1ccc(C)c(Nc2ncccc2C(=O)NCc2cccs2)c1	2.5
O=C(COc1ccccc1Cl)NCCC1=CCCCC1	1.7
O=C(Nc1ccc(Cl)cc1)c1cccc(N2C(=O)C3C4CCC(C4)C3C2=O)c1 (stereo not drawn)	2.7
CC(C)CNC(=S)Nc1ccc(F)cc1	i
COc1cc(CNC(C)(C)CO)ccc1OCC(=O)NC(C)(C)C	i
Cc1ccc(NC(=O)COC(=O)c2cc(-c3cccs3)nn2-c2ccccc2)cc1[N+](=O)[O-]	i
Cc1scc(C(=O)NNC(=S)NCc2ccccc2)c1C	i
Cc1ccc(OCC(=O)NNC(=O)C(=O)NC(C)(C)C)cc1	0.1
CCCCNC(=S)Nc1ccc([N+](=O)[O-])cc1	3.0
O=C(C[n+]1cc(-c2ccc(Cl)c(Cl)c2)n2c1CCC2)OCc1ccccc1	i
N#Cc1ccsc1NC(=O)CN1CCN(c2ccccc2O)CC1	i
COc1ccc2ccccc2c1/C=N/NC(=O)CC1(C)OCCCO1	5.5
CCC(C)(C)NC(=S)Nc1ccc(-c2nc3ccc(C)cc3s2)cc1	1.3
COc1ccccc1CC(=O)Nc1ccc2c(c1)CCC2	2.2
CCC/C(=N/NC(=O)c1cccc(Cl)c1)c1ccccc1	i
Cc1cccc(Oc2ncnc(N)c2[N+](=O)[O-])c1C	0.3
CC(C)NC(=O)N(C)C[C@H]1Oc2ccc(NC(=O)CCC(F)(F)F)cc2C(=O)N([C@H](C)CO)C[C@@H]1C	0.9
CCN(CC)S(=O)(=O)c1ccc(NC(=O)c2cc(-c3cccs3)nc3ccccc23)cc1	1.1
COc1cccc(NC(=O)CN(Cc2ccccc2)S(C)(=O)=O)c1	1.6
COc1ccc(C(=O)Nc2c(C)ccc3nsnc23)cc1[N+](=O)[O-]	0.3
CCN(CC)c1ccc(N=Cc2c(C)[nH]c3ccccc23)cc1	7.1
COc1ccc(S(=O)(=O)N2CCOCC2)cc1NC(=O)Cc1c(Cl)cccc1Cl	2.8
Cc1nnc(SCCN2C(=O)c3ccccc3C2=O)nc1C	0.3
O=C(c1ccccc1)c1cc([N+](=O)[O-])ccc1N1CCCC1	0.6
Cc1n[nH]c(=S)n1-c1cccc(Cl)c1	0.7
COc1ccc(C(=O)c2c[nH]cc2-c2ccccc2)cc1	i
Nc1ncnc(Sc2ccccc2)c1[N+](=O)[O-]	4.6
Cc1nc2ccc(NC(=O)c3cc([N+](=O)[O-])cc([N+](=O)[O-])c3Cl)cc2s1	0.3
Oc1ccc(NC(=S)Nc2ccccc2)cc1	i
O=C(c1cccc(NS(=O)(=O)c2ccc(F)c(F)c2)c1)N1CCN(Cc2ccccc2)CC1	i
O=C(NCc1ccccn1)/C(=C/c1ccco1)NC(=O)c1ccccc1	0.1
COc1ccc(C(=O)[C@@H]2CC[C@](C)(C(=O)O)C2(C)C)cc1	0.9
COc1ccc(S(=O)(=O)N2CCCCCC2)cc1NC(=O)Cc1cc(OC)c(OC)c(OC)c1	i
O=C(COc1cccc2c1CCN(Cc1ccc(Br)cc1)C2=O)NCc1ccco1	14*
CN1C(=O)[C@H]2[C@@H](c3ccc(F)cc3)N3C(=O)c4ccccc4NC(=O)[C@@]3(C)[C@H]2C1=O	0.2
C=CCN(CC=C)C(=S)NC(=O)c1ccc(C)c(Br)c1	1.3
COc1ccc(Br)cc1/C=N/Nc1cccc(C(=O)O)c1	1.2
OC(COCCOc1ccc(Br)cc1)CN1CCN(Cc2ccccc2)CC1 (stereo not drawn)	i
Cc1cc(C(=O)N/N=C/c2ccc(-c3cccc(Cl)c3Cl)o2)n[nH]1	2.8
CC(C)(C)[C@H]1C=C(C(=O)Nc2ccccc2)O[C@@H](OCCCCO)C1	i
Cc1ccc(S(=O)(=O)NCCCCCC(=O)Nc2cccc(C)c2)cc1	i
CC/C(=C/c1sc2ccccc2[n+]1CC)SC	6.8
Cc1ccc(/C=C/C(=O)N2CCCC(C)C2)cc1 (stereo not drawn)	0.8
CCCC(=O)OCCNc1cc(Sc2nc3ccccc3[nH]2)c2nonc2c1[N+](=O)[O-]	i

Other records follow:
SMILES	Dengue inhibitors
COC(=O)c1ccc(C2/C(=C(\O)c3cccc(OC)c3)C(=O)C(=O)N2CCCN(C)C)cc1 (stereo not drawn)	i
CCCCN(C(=O)CN1CC(C)OC(C)C1)c1c(N)n(CC(C)C)c(=O)[nH]c1=O (stereo not drawn)	i
CCN(C(=O)COC(=O)c1cc(NS(=O)(=O)c2ccc(Cl)c([N+](=O)[O-])c2)ccc1O)C1CCCCC1	17*
COCCN(C(=S)Nc1ccc(OC)cc1)C1CCN(C(C)C)CC1	0.6
O=C(CNC(=O)C12CC3CC(CC(C3)C1)C2)N1CCN(S(=O)(=O)/C=C/c2ccccc2)CC1	0.2
COCCNC(=S)N1CCc2cc(OC)c(OC)cc2C1COc1ccc(C(C)C)cc1 (stereo not drawn)	16*
COc1ccc(NC(=O)COC(=O)CNS(=O)(=O)c2ccc(F)c(F)c2F)cc1OC	i
CCCn1c(C(C)Nc2nc(-c3ccc(Cl)c([N+](=O)[O-])c3)cs2)nc2ccccc21 (stereo not drawn)	30*
CCCN1C(=O)/C(=N\OCC(=O)Nc2ccc(C(C)C)cc2)c2ccccc21	8.8
CCN(CC)S(=O)(=O)c1cccc(C(=O)OCC(=O)c2ccc3c(c2)OCCO3)c1	0.2
O=C(Nc1ccc(Cl)c(C(F)(F)F)c1)[C@@H]1CC=C[C@@H]2CCN(Cc3ccc(Cl)c(Cl)c3)C(=O)[C@@H]21	9.7
COC(=O)c1cc([N+](=O)[O-])c(-n2ccnc2)c([N+](=O)[O-])c1	0.2
O=C(O)c1cc(N/N=C/c2ccc3c(c2)OCCO3)ccc1Cl	0.1
COc1ccc(/C=C2\N=C(C)N(c3ccc(C(=O)O)cc3)C2=O)cc1OC	0.4
O=C(COC(=O)C1(c2ccccc2F)CCCC1)NCc1ccc2c(c1)OCO2	1.5
O=S(=O)(c1ccc(Br)cc1)N1CCCN(Cc2cccc(F)c2)CC1	0.3
O=C(Nc1ccc(F)c(Cl)c1)C1CCCCC1	i
Cc1cc(C)c(C)c(OCCCN(C)C)c1	i
CCOc1ccc(CNC(=O)c2ccc(Sc3ccc(C)cc3)c(NC(C)=O)c2)cc1OC	0.7
COCCCn1c(C)csc1=Nc1cccnc1	1.9
Cc1ccc(C(=O)c2ccccc2C(=O)OCC(=O)NCCc2ccc(Cl)cc2Cl)cc1	23*
Cc1ccc(C(=O)Nc2cccc([N+](=O)[O-])c2)cc1S(=O)(=O)Nc1ccc(NC(=O)c2ccccc2)cc1	2.8
CCOC(=O)C1CCN(C(=O)c2ccccc2NS(=O)(=O)c2cc(C)ccc2C)CC1	i
CCOC(=O)c1ccccc1NC(=S)N1CC(C)CC(C)C1 (stereo not drawn)	1.5
COc1ccccc1OCCOCCOc1ccc(C)cc1[N+](=O)[O-]	i
Cc1ccc(-n2c(SCC(=O)N3CC(=O)Nc4ccccc43)nc3ccccc3c2=O)cc1	2.4
CCSc1nnc(-c2ccc(C)cc2)c2ccccc12	0.9
CCOc1nc(NC(=O)NS(=O)(=O)c2cccc(Cl)c2)nc(-c2ccccc2)n1	i
CCS(=O)(=O)c1ccc(O)c(NC(=O)COc2ccc(OC)cc2)c1	0.1
NCCNc1ccc([N+](=O)[O-])c(NC2CC2)c1	0.1
O=C(O)c1ccc(NC2=C(N3CCOCC3)C(=O)c3ccccc3C2=O)cc1	2.5
CCCc1nc2ccc(NC(=O)c3cccs3)cc2c(=O)n1Cc1ccccc1Cl	3.9
COc1ccc(/C=N/NC(=O)c2nc(-c3ccccc3)n(-c3ccccc3)n2)c(O)c1	i
COc1ccccc1NS(=O)(=O)c1ccc(NN=C2CCCC2)c([N+](=O)[O-])c1	2.3
CC(C)(C)CC(C)(C)NCC(O)COCCOc1ccc(Br)cc1 (stereo not drawn)	i
CNc1nc(N/N=C/c2ccc([N+](=O)[O-])cc2)nc(Nc2ccccc2)n1	3.8
CCOc1ccc(/C=C/C(=O)Nc2cccc(C(C)=O)c2)cc1	2.0
Cc1ccc(S(=O)(=O)Nc2cc(C(F)(F)F)ccc2N2CCOCC2)cc1	i
CCOC(=O)N/N=C/c1cc(OC)c(O)c(OC)c1	2.0
COc1cc(OC)cc(-c2c(C#Cc3ccsc3)c3cc(-c4ccc5cc[nH]c5c4)ccc3n2C)c1	1.5
CC(CCc1ccccc1)NC(=O)C(=O)NCc1ccccc1 (stereo not drawn)	4.3
COc1c2ccoc2c(OC[C@@H](O)C(C)(C)OC)c2oc(=O)ccc12	i
Cc1cc(C)c2c(c1)NC(c1cc3c(cc1Br)OCO3)C1CC=CC21 (stereo not drawn)	9.4
Cc1cc(Br)c(NC(=O)COC(=O)C2CC2C)c(Br)c1 (stereo not drawn)	i
CCn1cc(C(=O)O)c(=O)c2cc(F)c(N3CCN(S(=O)(=O)c4ccc(NC(=O)OC)cc4)CC3)cc21	i
O=C(COc1ccc(Cl)cc1)Nc1ccc2c(c1)CCC2	0.0
Cc1ccc(-c2nc(N)sc2CC(=O)OCC(=O)NCC2CCCO2)cc1 (stereo not drawn)	i
CCOc1ccc(C(=O)NC(=S)NC2CCCC2)cc1[N+](=O)[O-]	i
COc1ccc(NS(=O)(=O)c2cc(NC(=O)c3ccncc3)ccc2N2CCOCC2)cc1	i

Sorted by count of non-hydrogen atoms (highest first): part of the list above.
SMILES	Dengue inhibitors
COCCNC(=S)N1CCc2cc(OC)c(OC)cc2C1COc1ccc(C(C)C)cc1 (stereo not drawn)	16*
O=C(COc1ccccc1Cl)NCCC1=CCCCC1	1.7
O=C(Nc1ccc(F)c(Cl)c1)C1CCCCC1	i
